Assay outcomes deposited in PubChem BioAssay by National Center for Advancing Translational Sciences (NCATS).
G9a block = qHTS Assay for Inhibitors of Histone Lysine Methyltransferase G9a; Histone-lysine N-methyltransferase EHMT2 (Homo sapiens), Q96KQ7; G9a H3K9 monomethylation, AlphaScreen, 2 h; Potency, µM (top dose mostly 102 µM), for the others: at the highest dose activity, negative = inhibition, hits mostly inhibitors; 350,000 tested, 8.8% active; AID 504332, 2011; further: on the % scale 0 is the no-effect control and ±100 the full control effect; nearly all actives have a fitted effect of over 75% in size
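Signal arises when biotinylated H3K9 peptide, once monomethylated, bridges streptavidin donor and antibody-captured acceptor beads. Enzyme at 20 nM was preincubated 15 min with test compounds; peptide 500 nM and SAM 20 uM then reacted for 2 h.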
Apoferritin bind = qHTS Assay for Identification of Novel General Anesthetics; Ferritin light chain (Equus caballus), P02791; apoferritin/1-aminoanthracene competitive binding, fluorescence; Potency, µM (doses to about 77.5 µM), for the others: top-dose activity change, negative = displacement, most hits filed as inhibitors; 350,000 tested, 0.074% active; further: on the % scale 0 is the no-effect control and ±100 the full control effect; nearly all actives have a fitted effect of over 20% in size
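In PBS, apoferritin at 10 uM is loaded with 1-AMA from a 50% saturated solution. After 10 min of compound exposure at ambient temperature, reduced 535 nm fluorescence indicates probe displacement.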
BLM helicase inh = qHTS Assay for Inhibitors of Bloom's syndrome helicase (BLM). RecQ-like DNA helicase BLM (Homo sapiens), P54132. recombinant BLM DNA unwinding, fluorescence dequenching. Potency, µM (series often up to 56.1 µM), without a hit: top-dose activity change, negative = inhibition, hits mostly inhibitors. 350,000 tested, 0.2% active;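 further: plate controls were vehicle for no effect and no enzyme for full effect; nearly all actives have a fitted effect of over 35% in size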
POLB inh = qHTS Assay for Inhibitors of DNA Polymerase Beta; Potency, µM (doses to about 114 µM), for inactives: at the top dose activity change, negative = inhibition, hits mostly inhibitors; P06746; AID 485314, 2010; 340,000 tested, 1.3% active; Pol beta primer extension/strand displacement, fluorescence kinetic; further: on the % scale 0 is the no-effect control and ±100 the full control effect
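Values derive from four-parameter Hill fits of normalized kinetic data: reads at 0 and 10 min following addition of 50 nM substrate to 10 nM Pol beta preincubated 15 min with compound.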
APE1 inh = qHTS Assay for Inhibitors of the Human Apurinic/apyrimidinic Endonuclease 1 (APE1) | recombinant APE1, TAMRA/BHQ-2 abasic DNA cleavage fluorescence | Potency, µM (top dose mostly 65.8 µM), for the others: at the highest dose activity change, negative = inhibition, most hits filed as inhibitors | 350,000 tested, 0.35% active | AID 2517, 2012;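 further: plate controls were vehicle for no effect and reference inhibitor for full effect; nearly all actives have a fitted effect of over 55% in size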
Target sequence (P27695 whole entry, looked up): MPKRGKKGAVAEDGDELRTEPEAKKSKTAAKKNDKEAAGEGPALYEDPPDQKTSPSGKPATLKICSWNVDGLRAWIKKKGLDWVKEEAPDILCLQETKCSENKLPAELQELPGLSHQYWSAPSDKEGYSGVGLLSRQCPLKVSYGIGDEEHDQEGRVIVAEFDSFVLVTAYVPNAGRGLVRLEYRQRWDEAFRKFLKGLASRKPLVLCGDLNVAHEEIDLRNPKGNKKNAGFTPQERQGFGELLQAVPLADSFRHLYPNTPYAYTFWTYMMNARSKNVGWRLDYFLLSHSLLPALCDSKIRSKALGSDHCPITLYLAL
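Enzyme (0.75 nM final) and test compound are incubated 15 min at room temperature before adding 50 nM quenched THF abasic-site duplex. Cleavage dequenches TAMRA, followed at 525/598 nm over three reads one minute apart.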
POLK inh = qHTS for Inhibitors of Polymerase Kappa; 400,000 tested, 0.53% active; DNA polymerase kappa (Homo sapiens), Q9UBT6; Potency, µM (top dose mostly 107 µM), for the others: at the highest dose activity, negative = inhibition, actives largely listed as inhibitors; AID 588579, 2011; purified Pol kappa, fluorescent DNA synthesis assay, 10 min; further: on the % scale 0 is the no-effect control and ±100 the full control effect
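Inhibition of 10 nM Pol kappa is measured by a fluorescent read-out at 0 and 10 min following addition of 50 nM substrate (final), with a 15-min room-temperature compound preincubation.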
Pol eta inh = qHTS for Inhibitors of Polymerase Eta; recombinant Pol eta, fluorescent DNA replication assay; Potency, µM (titrated, usually from 114 µM), inactives show top-dose activity change, negative = inhibition, usual class: inhibitors; 390,000 tested, 1.2% active; AID 588591, 2011; further: on the % scale 0 is the no-effect control and ±100 the full control effect
Target sequence (Q9Y253 whole entry, looked up): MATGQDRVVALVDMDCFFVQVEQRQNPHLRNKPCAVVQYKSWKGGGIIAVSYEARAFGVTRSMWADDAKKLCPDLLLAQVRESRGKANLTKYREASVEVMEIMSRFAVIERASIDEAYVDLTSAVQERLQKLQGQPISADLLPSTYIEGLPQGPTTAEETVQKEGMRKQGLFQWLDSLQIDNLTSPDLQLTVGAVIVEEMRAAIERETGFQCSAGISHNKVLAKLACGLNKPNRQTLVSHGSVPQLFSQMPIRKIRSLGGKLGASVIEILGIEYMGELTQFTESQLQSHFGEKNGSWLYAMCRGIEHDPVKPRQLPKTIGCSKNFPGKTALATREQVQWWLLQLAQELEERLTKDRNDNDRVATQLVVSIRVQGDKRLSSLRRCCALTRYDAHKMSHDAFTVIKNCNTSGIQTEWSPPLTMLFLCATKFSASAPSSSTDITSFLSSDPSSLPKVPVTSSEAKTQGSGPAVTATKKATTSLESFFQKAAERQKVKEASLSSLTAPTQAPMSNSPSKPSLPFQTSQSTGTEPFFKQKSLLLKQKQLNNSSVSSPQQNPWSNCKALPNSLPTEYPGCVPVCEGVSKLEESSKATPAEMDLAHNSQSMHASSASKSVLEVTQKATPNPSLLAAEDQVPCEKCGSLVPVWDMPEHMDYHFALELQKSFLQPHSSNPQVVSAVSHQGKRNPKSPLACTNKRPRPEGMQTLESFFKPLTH
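Pol eta at 10 nM preincubated with compounds 15 min at room temperature; reaction started with fluorescent substrate (50 nM final) and read kinetically at 0 and 10 min.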
BAZ2B inh = qHTS Assay for Inhibitors of BAZ2B. AID 504333, 2011. 360,000 tested, 4.4% active. Potency, µM (top dose mostly 114 µM), for inactives: at the top dose activity change, negative = inhibition, actives largely listed as inhibitors. Bromodomain adjacent to zinc finger domain protein 2B (Homo sapiens), Q9UIF8. AlphaScreen BAZ2B-H3K14Ac peptide displacement; further: on the % scale 0 is the no-effect control and ±100 the full control effect; nearly all actives have a fitted effect of over 60% in size
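AlphaScreen displacement of biotin-H3(5-23)K14Ac peptide (50 nM final) from BAZ2B (50 nM final) in PBS pH 7.4, 0.01% Tween-20; complex preformed 30 min RT, then compounds (top 110 uM) 30 min RT, beads 20 min dark.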
POLI inh = qHTS for Inhibitors of Polymerase Iota | 390,000 tested, 1% active | DNA polymerase iota (Homo sapiens), Q9UNA4 | Pol iota fluorescent replication assay, 10 min | Potency, µM (titrated, usually from 115 µM), without a hit: at the highest dose activity, negative = inhibition, usual class: inhibitors
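Fluorescent replication assay read twice, at 0 min and 10 min after adding 50 nM (final) substrate. Enzyme (10 nM) and compounds were first incubated 15 min at room temperature; enzyme-free buffer wells were negative controls.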
* marks the source's active call; other numbers are inactive results; ? = inconclusive; nt = not tested or not shown; [ ] = another dose, or the depositor's remark. The call rests on the fitted dose curve; in most records, active means well fitted curve in the direction sought with a large enough effect; inconclusive means small, poorly fitted or top-dose-only effect, or another doubt; inactive means no such curve, though single readings can be large; an effect the other way counts as inactive or inconclusive. Potency means the concentration at half of the fitted maximal effect.

SMILES	G9a block	Apoferritin bind	BLM helicase inh	POLB inh	APE1 inh	POLK inh	Pol eta inh	BAZ2B inh	POLI inh
Cc1cc2c3c([nH]c2cc1S(=O)(=O)NCCCOC(C)C)CC(C)(C)CC3=O	42%	4%	-6%	1%	14%	-6%	-4%	3%	65%[activator]
O=C(CSC1=NCCS1)N1CCc2ccccc21	?	?	-1%	-21%	5%	-2%	-12%	-1%	-3%
O=C(O)c1cccc(NC2=C(Cl)C(=O)c3ccccc3C2=O)c1	7.1µM*	-14%	-13%	-8%	0%	-88%	79µM*	45µM*	?
O=C(CC1Nc2ccccc2NC1=O)NCc1cccnc1 (centres undefined)	?	1%	0%	35%	-2%	-1%	-2%	-6%	6%
CCOC(=O)c1sc(NC(=O)CSc2n[nH]c(-c3ccc(Cl)cc3Cl)n2)c(C#N)c1C	34%	-8%	-9%	?	2%	-12%	-3%	6%	-9%
COc1cc2[nH]c(=S)nc(NCC3CCCO3)c2cc1OC (centres undefined)	?	-11%	3%	-15%	-1%	-17%	2%	0%	16%
Cc1ccc(S(=O)(=O)N2CC=C(c3ccc(F)cc3)CC2)cc1	68%[activator][59 µM]	-8%	1%	20%	3%	-11%	-7%	10%	18%
Cc1ccc(/C=C/C(=O)NCc2ccccn2)o1	?	-7%	?	18µM*	?	45µM*	3.2µM*	45µM*	16µM*
CSc1nnc(-c2ccccc2Cl)n1N	-32%[12.7 µM]	7%	1%	8%	13%	0%	-18%	-4%	0%
CCS(=O)(=O)N1CCCC(C(=O)NCCN2CCC(Cc3ccccc3)CC2)C1 (centres undefined)	19%[0.501 µM]	-7%	-1%	23%	-1%	-8%	-10%	-7%	18%
CC1Sc2ccc(S(=O)(=O)CCC(=O)NCc3ccc(Cl)cc3)cc2NC1=O (centres undefined)	nt	-21%	-6%	-3%	-30%	-21%	0%	-12%	-16%
Nc1nnc(SCC(=O)NCc2ccc3c(c2)OCO3)s1	2%[59 µM]	-10%	1%	7%	-5%	-6%	-14%	9%	-8%
CCOC(=O)CSc1nnc(-c2ccco2)n1-c1ccc(C)cc1	-10%[12.7 µM]	-12%	-3%	-10%	3%	3%	-11%	-11%	17%
Cc1nn(C)cc1CN(C)Cc1ccc(OCC(O)CN2CCCCC2)cc1 (centres undefined)	5%	-7%	0%	-9%	8%	-21%	9%	3%	-2%
CN(/C=C/C(=O)C(F)(F)C(F)(F)F)Cc1ccccc1	13%[59 µM]	-6%	-1%	0%	1%	2%	-13%	0%	19%
Cc1ccc(SCC(=O)NN2C(=O)c3ccccc3C2=O)cc1	?	?	-3%	-30%	7%	-6%	-5%	-18%	87%[activator]
Cn1c(CNC(=O)c2ccco2)nnc1SCCOc1ccccc1	17%	-2%	-1%	16%	20%	-11%	-7%	-1%	28%
O=C(CSc1ccc2c(c1)OCCO2)Nc1ccc(Br)cn1	45µM*	-15%	-9%	5%	17%	0%	-17%	6%	26%
O=C(Nc1nc2ccccc2n1CCOc1ccccc1Cl)c1ccccc1	115%[activator][59 µM]	-1%	-1%	4%	nt	10%	-12%	4%	-23%
CCOC(=O)c1cc2occc2n1Cc1c(F)cccc1Cl	?	-7%	-4%	16%	8%	-7%	-16%	50µM*	-1%

Random excerpt: 2 entries already listed.
SMILES	G9a block	Apoferritin bind	BLM helicase inh	POLB inh	APE1 inh	POLK inh	Pol eta inh	BAZ2B inh	POLI inh
O=C(O)c1cccc(NC2=C(Cl)C(=O)c3ccccc3C2=O)c1	7.1µM*	-14%	-13%	-8%	0%	-88%	79µM*	45µM*	?
CCOC(=O)CSc1nnc(-c2ccco2)n1-c1ccc(C)cc1	-10%[12.7 µM]	-12%	-3%	-10%	3%	3%	-11%	-11%	17%

Pol eta inh: entries above that show a hit
smiles | G9a block | Apoferritin bind | BLM helicase inh | APE1 inh | POLK inh | Pol eta inh | BAZ2B inh | POLI inh
O=C(O)c1cccc(NC2=C(Cl)C(=O)c3ccccc3C2=O)c1 | 7.1µM* | -14% | -13% | 0% | -88% | 79µM* | 45µM* | ?
Cc1ccc(/C=C/C(=O)NCc2ccccn2)o1 | ? | -7% | ? | ? | 45µM* | 3.2µM* | 45µM* | 16µM*

Additional compounds follow:
SMILES	G9a block	Apoferritin bind	BLM helicase inh	POLB inh	APE1 inh	POLK inh	Pol eta inh	BAZ2B inh	POLI inh
Cc1noc(C)c1C(=O)Nc1ccccc1N1CCOCC1	11%[59 µM]	nt	nt	nt	-10%	6%	-8%	-2%	10%
Cc1ccc(Cn2cccc(-c3nc4ccccc4s3)c2=O)cc1	57%[activator][12.7 µM]	46%[activator]	-6%	?	-10%	-16%	1%	80%[activator]	-1%
Cn1c(CN2CCOCC2)c(C#N)c2ccccc21	32µM*	-12%	-3%	32%	-3%	-11%	-11%	3%	-4%[58.9 µM]
Cc1ccc(S(=O)(=O)NNC(=O)c2ccoc2C)cc1	nt	6%	-5%	1%	-3%	-12%	-19%	-8%	1%
CN(c1ccc(C(=O)NCc2ccc3c(c2)OCO3)cc1)S(C)(=O)=O	9%[59 µM]	-6%	-1%	2%	20%	-3%	-4%	-7%	-12%[58.9 µM]
COc1ccc(/C=N/Nc2ccccn2)c(OC)c1OC	0%	-2%	1%	3%	1%	-11%	-13%	?	112%[activator]
O=C(NC1CC1)c1sc2cc(Cl)ccc2c1Cl	13%[59 µM]	nt	nt	nt	-15%	-5%	-21%	0%	0%
O=C(CSc1oc(-c2ccccc2)nc1S(=O)(=O)c1ccc(F)cc1)NCC1CCCO1 (centres undefined)	?	-1%	0%	-28%	8%	-5%	6%	7%	11%
O=C(c1ccc(F)cc1)[C@@H]1[C@@H](C(=O)c2ccccc2)[C@@]2(C(=O)Nc3ccccc32)[C@H]2c3ccccc3C=CN12	7.1µM*	?	-19%	3%	?	nt	nt	?	nt
CC(C)(C)OC(=O)NC(CC(=O)OCc1ccccc1)C(=O)O (centres undefined)	4%[59 µM]	-4%	-3%	-7%	1%	-8%	3%	3%	?
Cc1nc2nc(NCc3cccc(Cl)c3)[nH]n2c(=O)c1Cc1ccccc1	?	-15%	-3%	5%	nt	-13%	1%	-12%	-7%
CCOC(=O)C1=C(CN2CCN(C(=O)OCC)CC2)NC(=O)NC1c1ccc2c(c1)OCO2 (centres undefined)	-19%	6%	1%	9%	-2%	-23%	-18%	-4%	104%[activator]
C[C@H](NC(N)=O)C(=O)Nc1ccc(N2CCOCC2)c(S(=O)(=O)Nc2ccc(Cl)cc2)c1	1µM*	nt	nt	nt	33%	-1%	-13%	?	2%
O=C(NNC1=NS(=O)(=O)c2ccccc21)c1ccc([N+](=O)[O-])cc1	35µM*	-1%	-1%	-1%	-1%	-5%	-4%	-6%	17%
C(=N\n1cnnc1SCc1ccccc1)/c1ccco1	56µM*	?	-3%	?	2%	-8%	?	0%	?
Cc1onc(-c2ccccc2)c1C(=O)N(C)CC(=O)Nc1ccc(F)c(F)c1F	nt	nt	nt	nt	7%	1%	-13%	nt	33%[activator]
COc1cccc(C2=NOC(C(=O)N3CCN(C(=O)c4ccco4)CC3)C2)c1 (centres undefined)	3%	-10%	-7%	-23%	1%	5%	-4%	-6%	9%
O=C(Nc1ccc(C(=O)O)cc1)/C(=C/c1ccc2c(c1)OCO2)NC(=O)c1cccc(Br)c1	-32%	-8%	-2%	25%	-9%	-13%	3%	-22%	14%
COc1ccc(/C=N/NC(=O)c2cc3c(ccc4ccccc43)o2)cc1OC	-10%	76%[activator]	-5%	-20%	2%	-2%	1%	-8%	9%
Cc1ccc(NC(=O)COC(=O)C2=COCCO2)cc1	45%[12.7 µM]	-20%	-13%	26%	-4%	-1%	4%	5%	4%

Sorted by value in POLK inh (descending): some entries from above
structure	G9a block	Apoferritin bind	BLM helicase inh	APE1 inh	POLK inh	Pol eta inh	BAZ2B inh	POLI inh
O=C(CSc1oc(-c2ccccc2)nc1S(=O)(=O)c1ccc(F)cc1)NCC1CCCO1 (centres undefined)	?	-1%	0%	8%	-5%	6%	7%	11%
COc1ccc(/C=N/Nc2ccccn2)c(OC)c1OC	0%	-2%	1%	1%	-11%	-13%	?	112%[activator]
CCOC(=O)C1=C(CN2CCN(C(=O)OCC)CC2)NC(=O)NC1c1ccc2c(c1)OCO2 (centres undefined)	-19%	6%	1%	-2%	-23%	-18%	-4%	104%[activator]

The main list resumes with the 2 entries that preceded the break.
SMILES	G9a block	Apoferritin bind	BLM helicase inh	POLB inh	APE1 inh	POLK inh	Pol eta inh	BAZ2B inh	POLI inh
COc1ccc(/C=N/NC(=O)c2cc3c(ccc4ccccc43)o2)cc1OC	-10%	76%[activator]	-5%	-20%	2%	-2%	1%	-8%	9%
Cc1ccc(NC(=O)COC(=O)C2=COCCO2)cc1	45%[12.7 µM]	-20%	-13%	26%	-4%	-1%	4%	5%	4%
CC(C)c1ccc(NC2CCCN(C(=O)c3cnsn3)C2)cc1 (centres undefined)	35µM*	?	-3%	0%	-16%	-16%	-18%	?	22%
CCCN1CCN(C(=O)Cn2nc(CC)n3c(cc4sccc43)c2=O)CC1	14%	-9%	3%	-15%	16%	-20%	-9%	-4%	4%
O=C(CN1CCOCC1)Nc1ccc(NC(=O)CN2CCOCC2)c(Cl)c1	-22%	-6%	-2%	29%	-3%	-11%	-8%	0%	3%
Cc1cc(C)c2nc(-c3cccnc3)cc(C(=O)Nc3ccc(S(=O)(=O)Nc4onc(C)c4C)cc3)c2c1	50µM*	-22%	-7%	-24%	-3%	-14%	45µM*	?	-10%

Only part of the results is shown, so the mix of outcomes need not match the whole.
